Htt clearance: mutant huntingtin protein clearance; inhibition, % at 1.5 µM; HeLa Exon1htt(103Q)mCFP, aggregate imaging; zero = plate's median compound well; AID 853; 47,000 tested, 0.42% active;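 active = inhibition of aggregate fluorescence above about 70%, also judged a hit by eye on the cell image, limit read from the data, passing the limit was not always enough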;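 note: cells exposed to compound for three days before fixation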
Htt clearance grain fraction: further read-out of Htt clearance, marked with its call; fraction fluorescence in grains; measured here: aggregate grain fluorescence fraction; stronger effect = lower value;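 scaled fraction of total cell fluorescence in grains with unit not stated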
An asterisk follows results filed as active. This is a subset; rates above refer to the full screens.

SMILES	Htt clearance	Htt clearance grain fraction
CC1CSc2nc3sc4c(c3c(=O)n21)CCCC4 (stereo not drawn)	27	29
COc1nc(NCC(C)C)nc(Oc2ccc(OCc3ccccc3)nn2)n1	-5	20
CC1=CC(c2ccc(Cl)cc2)n2nc(N3C(=O)CCC3=O)nc2N1 (stereo not drawn)	-32	24
O=C(O)CCc1ccc(-c2ccc(Cl)cc2)n1CC(=O)O	-39	55
C=CCn1c(N)c(C(=O)NCCC2=CCCCC2)sc1=S	-47	30
COCCNC(=O)c1cc(-c2cccc(OC)c2)on1	40	12
COc1ccccc1-n1c(SCC(N)=O)nc2c(c1=O)SCC2	-69	57
CC(=O)c1ccc(CCCC(=O)O)cc1	18	30
O=C(Nc1ccc2c(c1)OCO2)N1CCN(c2ccccc2Cl)CC1	2	19
O=c1c2ccccc2nc2n1CCCCN2	46	9.3
COCCNC(=O)c1cc2ncc(Br)cn2n1	27	14
COC(=O)c1cc(Br)c(=O)n(-c2ccccn2)c1	-17	51
CCOc1ccccc1C(=O)N(CCC(=O)OC)c1ccccn1	-26	23
COc1ccccc1C(=O)Nc1ccc2c(c1)nc(CCNC(C)=O)n2C	25	13
COCCCNC(=O)c1cc(C)nc2ccc(F)cc12	13	18
CC(=O)OC1c2ccccc2C(=O)N1Cc1ccccc1Cl (stereo not drawn)	67	11
CCCCn1c(N)c(N(CCC(C)C)C(=O)CSc2nnc(C)s2)c(=O)[nH]c1=O	-7	22
CCCCS(=O)(=O)Nc1ccc(Cc2ccncc2)cc1	18	14
Cn1c(CNC(=O)c2ccc(Cl)cc2)nnc1SCC(=O)Nc1sc2c(c1C#N)CCCC2	21	25
CN(C)c1oc(-c2ccccc2Cl)nc1C#N	8	18
COc1ccc(N2CCN(c3nc(Cl)nc(N4CCOCC4)n3)CC2)cc1	-132	45
Cc1nonc1NCn1nnc2ccccc21	-21	48
CCOc1ccccc1C(=O)NCC(=O)OCC(=O)c1ccc2c(c1)OCCO2	20	27
COC(=O)c1ccccc1NC(=O)CSCC(=O)Nc1ccccc1	-37	28
Cc1ccc(-c2ccc(CCC(=O)O)o2)cc1	-30	49
O=C(CC1CCCCC1)OCn1nnc2ccccc2c1=O	-58	37
COc1cc(/C=N/NC(=O)CCc2c(C)n[nH]c2C)cc(OC)c1OC	35	15
COc1ccc(Cl)cc1-n1c(=S)sc2c(=O)[nH]c(SCC(=O)NCC3CCCO3)nc21 (stereo not drawn)	36	26
Cc1ccc2nc(-c3ccccc3)c(NC(=O)c3ccco3)n2c1	21	14
CCOc1ccccc1Oc1coc2cc(O)ccc2c1=O	-4	43
CC(C)CNS(=O)(=O)c1ccc(CCC(=O)Nc2ccc3c(c2)OCCO3)cc1	-46	30
CCOC(=O)Nc1ccc2c(C)cc(=O)oc2c1	0	19
O=C(C1COc2ccccc2O1)N1CCn2c(nc3ccccc32)C1 (stereo not drawn)	-7	36
Cn1nc(-c2ccc(Cl)cc2)c2cc(C(=O)N3CCCC3)sc21	-26	57
Cc1ccc(N=Cc2nc(-c3ccco3)oc2O)cc1	-18	43
COc1ccc(OC)c(S(=O)(=O)Nc2ccc3oc4c(c3c2)C(=O)CCC4)c1	-64	28
COc1ccc2cc(C(=O)N3CCOCC3)sc(=O)c2c1OC	-50	61
NS(=O)(=O)c1ccc(NS(=O)(=O)c2cccs2)cc1	-16	19
O=C(NC1CCCCC1)C1CCCN1S(=O)(=O)c1cccc2nsnc12 (stereo not drawn)	-54	48
COc1cc2cc(CN(CCCO)S(=O)(=O)c3ccccc3Cl)c(=O)[nH]c2cc1OC	-18	43
FC(F)(F)c1cccc(N2CCN(c3ccc4nnc(-c5ccccc5)n4n3)CC2)c1	51	8.8
CC(C)c1cc(C(=O)Nc2cccc(C(F)(F)F)c2)no1	-61	31
CCOC(=O)N1CCN(S(=O)(=O)c2ccc3[nH]cc(C(=O)O)c(=O)c3c2)CC1	-11	23
CCOc1ccc(NC(=O)CCN2CCN(S(=O)(=O)c3ccc(Cl)cc3)CC2)cc1	35	12
O=C(O)c1ccc(NS(=O)(=O)c2cccc3nsnc23)cc1	70*	5.4*
COc1ccc(OCC(O)CN2C(=O)c3ccccc3S2(=O)=O)cc1 (stereo not drawn)	-17	40
Cc1csc(SCC(=O)c2c(N)n(CC(C)C)c(=O)n(C)c2=O)n1	6	18
CCCCN(C(=O)Cn1nnc2ccccc21)C(C(=O)NCc1ccco1)c1ccncc1 (stereo not drawn)	-7	21
Cc1cc(C(=O)Nc2ccccc2N2CCOCC2)c2ccccc2n1	47	9.4
CCCC(=O)Nc1cc(OC)c(NC(=O)NC2CCCCC2)cc1OC	16	15
Cc1ccc2nc(-c3cccnc3)oc2c1	1	36
N#Cc1ccccc1Sc1ccccc1C(=O)N1CCOCC1	6	41
O=C(O)CN1C(=O)C2(OCCCO2)c2ccccc21	35	13
CCOc1cc(C(=O)OCC(=O)c2c[nH]c3ccccc23)ccc1OCC(=O)N1CCOCC1	42	23
CN1C(=O)c2cccc3c(S(=O)(=O)Nc4ccccn4)ccc1c23	-60	32
O=C1NC2(C=Cc3c(ccc4ccccc34)O2)Oc2ccccc21 (stereo not drawn)	6	38
O=C(Nc1ccccc1N1CCCCC1)c1cccc(F)c1	43	10
COc1ccc(C(=O)N2CCCC2)cc1S(=O)(=O)N1CCOCC1	-27	25
CCOC(=O)c1c(NC(=O)COC(=O)c2c(C)noc2C)sc2c1CCC2	17	38
O=C(NCCCn1ccnc1)c1noc2c1CCc1ccccc1-2	-7	43
New compounds follow:
SMILES	Htt clearance	Htt clearance grain fraction
COc1ccc(C2C(C(=O)Nc3ccccn3)=C(C)Nc3ncnn32)c(OC)c1 (stereo not drawn)	0	32
CCOC(=O)CSc1nnc(CNC(=O)c2cccs2)n1Cc1ccccc1	14	17
Cc1cc(=O)n2c(-c3ccccc3C)n[nH]c2n1	-13	38
CCOc1ccc(-n2c(N)c(C(=O)NCc3cccnc3)sc2=S)cc1	24	33
Cc1ccc(C(=O)C(C)Oc2cccc(NC(=O)c3ccco3)c2)cc1 (stereo not drawn)	11	16
O=C(NCCc1ccccc1)c1ccc(=O)oc1	-10	39
O=C(NCCc1nc2ccccc2[nH]1)c1ccc(F)cc1	33	13
CCOC(=O)CNC(=O)CNC(=O)c1ccc(OCC(C)C)cc1	25	26
CN(C)S(=O)(=O)c1ccc2c(c1)c(=O)c(C(=O)NCCCN1CCCCCC1)cn2C	-96	61
Cc1occc1-c1nnc(SCC(=O)Nc2nc(C(C)(C)C)cs2)o1	-8	30
COCCCNC(=O)Cn1cc(C(C)=O)c2ccccc21	12	19
CCOc1ccccc1NC(=O)CSc1nnnn1-c1ccccc1	-2	24
COc1ccccc1NC(=O)Nc1ncccc1C	10	16
COc1ccccc1N(C(=O)CNC(=O)c1ccco1)C(C(=O)NC1CCCC1)c1ccncc1 (stereo not drawn)	-37	26
CCN(CC)c1ncnc2scc(C3COc4ccccc4O3)c12 (stereo not drawn)	12	17
CN(C)c1ccc(/C=C/c2cc[n+]([O-])cc2)cc1	-2	35
CCCCN(C(=O)NC(=O)Nc1ccccc1C)S(C)(=O)=O	-43	30
C=CCN(C(=O)CNC(=O)c1ccco1)C(C(=O)NC1CCCCC1)c1ccccc1F (stereo not drawn)	-1	39
O=C1CCC(/C=C/c2ccccc2)=NN1Cc1ccc(Cl)c(Cl)c1	-160	82
COc1cc(OC)c(C2=NOC(C(=O)NCCc3ccccc3)C2)cc1Cl (stereo not drawn)	-6	21
CCOC(=O)CNc1nc(C#N)nc(N2CCOCC2)n1	50	20
COc1ccccc1OCCSc1nc2ccccc2c(=O)[nH]1	-2	45
O=C(Cn1c(C(=O)NCC2CCCO2)cc2sccc21)c1ccccc1 (stereo not drawn)	-43	29
CN(C)S(=O)(=O)N(CC(=O)Nc1ccc2ccccc2c1)c1ccccc1	32	12
CSc1ncc(Cl)c(C(=O)NCc2ccc3c(c2)OCO3)n1	-82	35
Cc1occc1C(=O)NNC(=O)Cc1ccccc1	0	38
O=S1(=O)N=CN(Cc2cccc(F)c2)c2ccccc21	-62	66
O=c1[nH]c(CN2CCN(c3ccccc3Cl)CC2)nc2ccsc12	16	15
O=C(NC(=S)NC1CC1)c1cccnc1	-3	41
COc1ccc2c(c1)c(C(=O)CN1CCN(C(=O)c3ccco3)CC1)c(C)n2C	12	33
O=C(CCC(=O)OCC(=O)c1ccc(Cl)cc1)NC1CCCCC1	-71	69
CC(C)c1nc(SCC(=O)N2CCCc3ccccc32)c2c(=O)n(C)c(=O)n(C)c2n1	-15	56
CN=C1S/C(=C\c2cccn2-c2cccc(Br)c2)C(=O)N1C	-8	21
Cn1c(SCc2ccccc2F)nc2cccnc21	17	17
COCc1[nH]nc2c1C(c1ccnc3ccccc13)C(C#N)=C(N)O2 (stereo not drawn)	-6	37
O=C(CN1CCN(S(=O)(=O)c2ccc(Cl)cc2)CC1)Nc1ccc(F)cc1F	24	15
O=C1c2ccccc2C(=O)N1n1c(=O)[nH]c2ccccc2c1=O	44	11
C=CCn1c(CCNC(=O)c2cccs2)nnc1SCC(=O)c1cccc([N+](=O)[O-])c1	1	16
CCC1=Nc2cc(C(=O)NCCCOC)ccc2Sc2ccccc21	-52	32
COc1cccc(C2CC(=O)NC3=C2C(=O)CCC3)c1 (stereo not drawn)	-6	21
CCOc1nnnc2c1sc1nc(N3CCOCC3)c3c(c12)CC(C)(C)OC3	26	16
CCS(=O)(=O)Nc1ccc(-c2nnc(SCC(=O)OC)o2)cc1	37	13
O=c1c2ccccc2nc(-c2ccccc2)n1CCCN1CCOCC1	-2	35
COc1ccccc1Oc1nc2c(c(=O)n(Cc3ccccc3F)c(=O)n2C)n1C	58	8.6
COc1ccccc1N(CC(=O)NCC1CCCO1)C(=O)CNS(=O)(=O)c1ccc(C)cc1 (stereo not drawn)	-2	38
C=CCSc1nnc(CSc2nc3sc4c(c3c(=O)[nH]2)CCCC4)n1-c1ccccc1	15	15
Cn1c(N2CCCCC2)nc2c1c(=O)[nH]c(=O)n2C	-50	53
CCOC(=O)c1c(NC(=O)CSc2nnc(-c3ccccc3C)n2C)sc(C(C)=O)c1C	76*	8.3*
CCCCSc1ccc(NC(=O)c2cccnc2)cc1	31	11
O=[N+]([O-])c1ccc(Oc2cccc(F)c2)c2ccncc12	13	33
N#Cc1ccc2ccn(CC(=O)N3CCCc4ccccc43)c2c1	-3	40
N=c1c2c(-c3ccccc3)c(-c3ccccc3)n(Cc3ccco3)c2ncn1CCN1CCOCC1	-136	48
CCNC(=O)Cc1ccc(Br)cc1	-46	34
O=C(O)COc1ccc(-c2nnn(Cc3ccccc3F)n2)cc1	30	32
CCn1nnnc1SCC(=O)N1CCOCC1	-31	26
Cc1nc2nc(COc3ccccc3)nn2c(C)c1Cl	20	16
Cn1cnc([N+](=O)[O-])c1Nc1cccc(O)c1	27	27
COC(=O)CSc1nc2cc(Cl)ccc2c(=O)n1C1CCCC1	10	20
CC(=O)Nc1ccc(S(=O)(=O)N(C)c2ccc(O)cc2)cc1	32	14
COc1ccc(NC2=NCCC(=O)N2Cc2cccs2)cc1	-62	36

An excerpt of these results, comma-delimited:
compound,Htt clearance,Htt clearance grain fraction
CCn1nnnc1SCC(=O)N1CCOCC1,-31,26
Cc1nc2nc(COc3ccccc3)nn2c(C)c1Cl,20,16
Cn1cnc([N+](=O)[O-])c1Nc1cccc(O)c1,27,27
COC(=O)CSc1nc2cc(Cl)ccc2c(=O)n1C1CCCC1,10,20
CC(=O)Nc1ccc(S(=O)(=O)N(C)c2ccc(O)cc2)cc1,32,14
COc1ccc(NC2=NCCC(=O)N2Cc2cccs2)cc1,-62,36

(continued)
SMILES	Htt clearance	Htt clearance grain fraction
COc1ccc2[nH]c(=O)c(CN(Cc3ccc(C)cc3)Cc3nnnn3CC3CCCO3)cc2c1 (stereo not drawn)	-7	39
COc1ccc(CNC(=O)CSc2nnc(-c3ccc(NC(C)=O)cc3)n2C)cc1	-49	30
CCOC(=O)c1c(Nc2ccccc2N)cc(C)nc1C	-33	27
O=C(c1ccc2snnc2c1)N1CCN(c2ccccn2)CC1	-3	21
Nc1nc(Nc2ccccc2)nc2ccccc12	32	15
CCOc1ccc2nc3sc(C(=O)N4CCN(C)CC4)c(N)c3cc2c1	-44	30
Cc1cc(C)nc(N2CCCC(C(=O)NCC(c3ccccc3)c3ccccc3)C2)n1 (stereo not drawn)	88*	2.1*
CCc1nccn1C(=O)c1cnn2c(C(F)F)cc(-c3ccccc3)nc12	19	27
Cc1cc(C)n(-c2nc3ccccc3c(=O)n2OC2CCCCC2)n1	7	20
Cc1cc(Nc2c(C)n(C)n(-c3ccccc3)c2=O)n2c(nc3ccccc32)c1C#N	-176	89
Nn1c(SCC(=O)NC(=O)NC2CCCC2)nnc1-c1ccccc1F	17	17
COc1ccc(C)cc1NC(=O)CN1CCN(S(=O)(=O)c2ccc(C(C)C)cc2)CC1	-31	28

Some of the entries so far, with each value named:
> Cc1ccc2nc(-c3cccnc3)oc2c1
  Htt clearance: 1 | Htt clearance grain fraction: 36

> N#Cc1ccccc1Sc1ccccc1C(=O)N1CCOCC1
  Htt clearance: 6 | Htt clearance grain fraction: 41

> O=C(O)CN1C(=O)C2(OCCCO2)c2ccccc21
  Htt clearance: 35 | Htt clearance grain fraction: 13

> CCOc1cc(C(=O)OCC(=O)c2c[nH]c3ccccc23)ccc1OCC(=O)N1CCOCC1
  Htt clearance: 42 | Htt clearance grain fraction: 23
